Assay outcomes (PubChem)
D1 PAM: human D1 dopamine receptor positive modulation. HEK293 TREx D1 cells, calcium flux, dopamine EC20 potentiation. potentiation, % at 10 µM. 360,000 compounds, 0.036% hits; in the data active means potentiation above about 30%; further: 0% is about no effect
D1 ag: human D1 receptor agonism. P21728. HEK293 T-REx D1 cells, calcium flux, agonist mode. activation, % at 2 µM. 360,000 compounds, 1% hits. AID 504660; further: 0% is about no effect
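Agonism was scored from calcium flux recorded over 180 s (1 read/s) after pintool compound addition, following a 10-cycle baseline. Cells were inducible force-coupled HEK293 TREx D1, plated overnight at 30 C and loaded with no-wash calcium dye.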
D2 ag: agonists of human D2 dopamine receptor; HEK293 T-REx D2 cells, calcium flux agonist mode; activation, % at 2 µM; 340,000 compounds, 0.53% hits; AID 485358;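 active means activation over 3 SD above normal in the single-dose calcium agonist read, cut at about 30% in these data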; further: 0% is about no effect
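In this primary screen, compounds producing a positive calcium signal within 180 s of addition to tetracycline-induced, force-coupled HEK293 Trex D2 cells are flagged; cells are dye-loaded with a no-wash calcium kit beforehand.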
RXFP1 antagonist: antagonists of human relaxin receptor RXFP1. Q9HBX9. HEK293-RXFP1, relaxin-stimulated cAMP HTRF, 30 min; hits give low values. activity change, negative = inhibition, % at 57.5 µM. 350,000 compounds, 0.59% hits;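 active means activity change of -60% or lower, but not beyond a set lower limit; inconclusive means change between -60% and -40%, or beyond the set limit; inactive means change above -40%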; further: on the % scale 0 is the no-effect control and ±100 the full control effect
Target sequence (Q9HBX9 whole entry, looked up): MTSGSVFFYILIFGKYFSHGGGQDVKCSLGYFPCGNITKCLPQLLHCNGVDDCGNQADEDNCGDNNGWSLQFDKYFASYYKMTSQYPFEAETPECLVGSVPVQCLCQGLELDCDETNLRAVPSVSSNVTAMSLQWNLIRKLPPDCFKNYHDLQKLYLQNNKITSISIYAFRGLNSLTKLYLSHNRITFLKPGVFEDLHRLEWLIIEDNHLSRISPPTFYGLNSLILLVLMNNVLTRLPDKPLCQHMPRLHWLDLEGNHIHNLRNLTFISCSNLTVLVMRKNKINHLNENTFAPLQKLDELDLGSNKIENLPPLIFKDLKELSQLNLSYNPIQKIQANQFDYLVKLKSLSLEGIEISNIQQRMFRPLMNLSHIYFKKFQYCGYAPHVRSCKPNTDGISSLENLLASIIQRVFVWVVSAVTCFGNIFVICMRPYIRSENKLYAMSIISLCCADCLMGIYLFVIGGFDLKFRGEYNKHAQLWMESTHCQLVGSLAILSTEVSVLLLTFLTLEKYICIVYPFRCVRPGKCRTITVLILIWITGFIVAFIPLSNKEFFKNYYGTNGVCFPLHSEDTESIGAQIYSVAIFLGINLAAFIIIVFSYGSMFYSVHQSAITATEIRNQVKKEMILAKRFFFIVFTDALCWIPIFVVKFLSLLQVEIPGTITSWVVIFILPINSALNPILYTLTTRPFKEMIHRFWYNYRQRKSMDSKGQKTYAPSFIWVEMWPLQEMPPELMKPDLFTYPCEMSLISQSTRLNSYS
TRHR agonist: agonists of human TRH receptor. TRHR cells, calcium flux fluo-8, FDSS agonist mode. P34981. AID 493084. activation, % at 2 µM. 360,000 compounds, 0.18% hits; further: 0% is about no effect
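Steps: seed TRHR cells overnight; add fluo-8 no-wash Ca dye, RT 30 min–1.5 h; record 10 s baseline; pin-transfer compounds; monitor fluorescence 1 cycle/s for the agonist window. Calcium increases flag candidate agonists.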
D1 antag: antagonists of human D1 dopamine receptor; P21728; 360,000 compounds, 3.2% hits; activity change, negative = inhibition, % at 10 µM; HEK293 TREx D1 cells, calcium flux, dopamine EC80; hits give low values; in the data active means activity change below about -30%; further: on the % scale 0 is the no-effect control and ±100 the full control effect
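Tetracycline-induced HEK293 T-REx cells with force-coupled D1 receptor were loaded with a no-wash calcium dye. Compound was added after a 10 s baseline and read kinetically for 180 s; EC80 dopamine was then added and calcium flux followed another 180 s.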
D2 antag: D2 dopamine receptor (human) antagonism; HEK293 TREx D2 cells, calcium flux, dopamine EC80; inhibition, % at 10 µM; 340,000 compounds, 2% hits; AID 485344; in the data active means inhibition above about 30%; further: 0% is about no effect
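Antagonism is scored as inhibition of an EC80 dopamine-evoked calcium signal in a force-coupled, tetracycline-inducible HEK293 T-REx D2 line, with compound present 180 s before agonist.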
D2 PAM: positive allosteric modulators of human D2 dopamine receptor | P14416 | HEK293 T-REx D2, calcium flux, EC20 dopamine potentiation | potentiation, % at 10 µM | 340,000 compounds, 0.34% hits | AID 485347;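 active means potentiation over 3 SD above the plate norm, cut at about 30% in these data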; further: 0% is about no effect
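Potentiation of an EC20 dopamine calcium response is measured in a force-coupled, tetracycline-inducible Hek293 Trex D2 line. Compound-only kinetic reads over 180 s flag agonists before dopamine addition.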
TRHR PAM: allosteric enhancers of human TRH receptor. TRHR cells, fluo-8 calcium fluorescence, EC20 TRH enhancement. enhancement, % at 2 µM. 360,000 compounds, 0.66% hits. AID 493056; in the data active means enhancement above about 30%; further: 0% is about no effect
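Enhancer read-out: after compound pinning and an initial kinetic agonist-mode read, an EC20 of TRH (10 nM final) was injected and fluo-8 calcium signal (Ex 480/Em 530) followed at 1 s/cycle for 100 cycles in TRHR-expressing cells.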
Numbers without * were called inactive; ? = inconclusive; nt = no result given. Unless noted, no stated cut-off is given here; in the data, active means activation above about 30%; inactive means the rest. The order is random, and some 7.1% of all compounds hit somewhere here.

1: CCOc1cc(/C=C2\C(=N)N3N=C(CC)SC3=NC2=O)ccc1OCCOc1ccc(NC(C)=O)cc1
2: COc1ccc(Cl)cc1NS(=O)(=O)c1cc(Br)cc2c1N(C(=O)C1CC1)CC2
3: Cc1ccc(NC(=O)c2cc(-c3cccs3)nc3ccccc23)c(C)c1
4: CCCc1ccc(-c2cc(NC(=O)CSc3n[nH]c(N)n3)n(-c3ccccc3)n2)cc1
5: CNC(=O)c1cccc(N2CCCC2=O)c1
6: COc1ccc(C(=O)C2=NN(C(C)=O)CC2c2ccco2)cc1 (stereo not drawn)
7: COCCNc1nc2sc3c(c2c(=O)n1Cc1ccco1)CCCCC3
8: COc1ccccc1-n1cc(-c2ccc(Cl)cc2)[nH]c1=O
entry no.	1	2	3	4	5	6	7	8
D1 PAM	2	2	-3	4	1	-2	-7	6
D1 ag	3	-1	8	33*	1	3	1	-1
D2 ag	-0.1	-0.5	0.0	1.0	0.2	-0.4	-0.9	0.2
RXFP1 antagonist	1	nt	nt	11	5	-7	-9	14
TRHR agonist	0.3	0.2	0.4	-1.0	-0.2	0.1	-0.2	-2.1
D1 antag	12	25	3	1	19	-17	16	-12
D2 antag	9	nt	nt	-10	4	3	9	-15
D2 PAM	6	4	-12	14	2	3	-2	2
TRHR PAM	-2	11	-1	1	-6	6	14	-2

9: O=C(OCC(=O)N1CCC(Cc2ccccc2)CC1)c1cc(Cl)ccc1O
10: NC(=O)COc1ccc2c3c(c(=O)oc2c1)CCCCC3
11: Cc1ccc(-n2nc(C)c3c(C)c(CCC(=O)O)c(C)nc32)cc1C
12: CCCCN(C)C(=O)C1CCN(C/C(C)=C/c2ccccc2)CC1
13: C[C@H](NC(=O)c1nc[nH]c1C(=O)NCC(=O)OCc1ccccc1)C(=O)OC(C)(C)C
14: O=C(Nc1cc(S(=O)(=O)N2CCCCC2)ccc1N1CCCCC1)C1CC1
15: COC(=O)C(NC(C)=O)(Nc1cc(C)ccn1)C(F)(F)F (stereo not drawn)
16: Cc1ccc(S(=O)(=O)N2CCC(C(=O)NCCc3ccccn3)CC2)cc1
entry no.	9	10	11	12	13	14	15	16
D1 PAM	-1	2	-4	-4	-3	-4	-2	-7
D1 ag	2	17	6	0	0	0	2	1
D2 ag	0.8	0.0	-1.7	0.0	0.7	-0.5	0.4	3.0
RXFP1 antagonist	11	-2	-22	-1	nt	-9	-7	2
TRHR agonist	0.2	-0.7	0.9	0.0	-1.5	-0.8	0.3	-1.2
D1 antag	-10	-3	38	12	6	0	3	-58*
D2 antag	-7	13	-5	16	-7	5	7	43*
D2 PAM	-4	7	3	-22	-4	-5	2	-3
TRHR PAM	2	-3	8	-11	-4	-2	-5	-2

17: CCOc1cc(CN2CCN(C(=O)CC(C)C)CC2)ccc1OC
18: COCCNC(=O)C(=O)Nc1ccc2c(c1)N(S(=O)(=O)c1cccs1)CCC2
19: CC1CCCC(NC(=O)c2ccc(CNc3c(N4CCCC4)c(=O)c3=O)cc2)C1C (stereo not drawn)
20: O=C(Nc1ccc(CN2CCOCC2)cc1)c1ccc(Cl)cc1Cl
21: CCCCNC(=O)N1CCN(Cc2ccc(F)cc2)CC1
22: COc1cc(OC)c(C2=NOC(C(=O)NCc3cccs3)C2)cc1Cl (stereo not drawn)
23: COc1ccc(-c2nn(-c3ccccc3)cc2/C=N/N=C(N)N)cc1OC
24: CSc1ncccc1C(=O)NCc1ccc(C)cc1
entry no.	17	18	19	20	21	22	23	24
D1 PAM	-4	-7	-10	2	-4	-2	-7	-3
D1 ag	1	2	1	4	2	5	5	3
D2 ag	0.8	-0.1	-1.8	-0.8	-0.6	0.0	0.8	1.0
RXFP1 antagonist	-3	0	nt	5	-7	-15	-7	7
TRHR agonist	0.5	-0.2	0.0	1.8	-0.6	-0.5	0.8	-0.4
D1 antag	6	-2	-32*	-19	-8	-2	-13	0
D2 antag	-1	2	-12	-17	19	-3	-5	-11
D2 PAM	-8	-1	-8	6	3	-1	-12	16
TRHR PAM	-2	2	17	1	6	-2	3	10

Some entries already given, limited to D1 PAM and TRHR PAM:
| no. | SMILES | D1 PAM | TRHR PAM |
| --- | --- | --- | --- |
| 8 | COc1ccccc1-n1cc(-c2ccc(Cl)cc2)[nH]c1=O | 6 | -2 |
| 14 | O=C(Nc1cc(S(=O)(=O)N2CCCCC2)ccc1N1CCCCC1)C1CC1 | -4 | -2 |

Next section:
25: COc1cccc(C2=Nc3cccc4cccc(c34)N2)c1
26: c1ccc2nc(-c3ccncc3)ccc2c1
27: COc1ccc(-c2cc(C(F)(F)F)nc(S(C)(=O)=O)n2)cc1OC
28: Cc1cc(O)cc(O)c1C(=O)Cc1cnn(-c2ccccc2)c1
29: Cc1cc2c(cc1S(=O)(=O)CCC(=O)N1CCC(C)CC1)OCC(=O)N2
30: Cc1ccc(/C=C/C(=O)Nc2cccc3ncccc23)o1
31: CCc1ccccc1NC(=O)C1(S(=O)(=O)c2ccc(C)cc2)CC1
32: CCc1ccc(-c2nc(CSCC(=O)N3CCN(c4ccccn4)CC3)c(C)o2)cc1
entry no.	25	26	27	28	29	30	31	32
D1 PAM	-3	6	0	-7	-4	7	nt	-2
D1 ag	0	-2	1	7	26	1	0	10
D2 ag	-0.4	0.2	1.0	-0.5	-0.5	-0.2	-0.6	0.1
RXFP1 antagonist	0	3	27	-27	nt	-19	-2	-20
TRHR agonist	-1.4	-0.7	0.3	0.5	-0.5	0.0	-2.6	-0.3
D1 antag	5	-20	-18	-7	-10	-5	4	-12
D2 antag	-7	-22	22	-11	nt	2	-1	10
D2 PAM	-7	-9	1	4	8	-3	6	-3
TRHR PAM	-2	-2	-7	7	19	1	15	-6

D1 antag: hit marks shown above.
# | molecule | D1 PAM | D1 ag | RXFP1 antagonist | D1 antag | D2 antag | D2 PAM | TRHR PAM
16 | Cc1ccc(S(=O)(=O)N2CCC(C(=O)NCCc3ccccn3)CC2)cc1 | -7 | 1 | 2 | -58* | 43* | -3 | -2
19 | CC1CCCC(NC(=O)c2ccc(CNc3c(N4CCCC4)c(=O)c3=O)cc2)C1C (stereo not drawn) | -10 | 1 | nt | -32* | -12 | -8 | 17

(cont.)
33: CCCCC(=O)N=c1sc2cc([N+](=O)[O-])ccc2n1C
34: CCc1cc(=O)[nH]c(SCc2cccc3ccccc23)n1
35: Cc1ccc2nc(N3CCN(C=O)CC3)nc(-c3ccccc3)c2c1
36: CC(=O)Cn1ncc(N(C)Cc2ccccc2)c(Cl)c1=O
37: CC(NC(=O)CCNS(=O)(=O)c1ccc2c(c1)oc(=O)n2C)c1ccccc1 (stereo not drawn)
38: Cc1ccc(OCC(=O)Nc2cccc(OCc3cc(=O)n4ccccc4n3)c2)cc1C
39: CC(=O)c1ccc(Cc2ccc(C(C)=O)cc2)cc1
40: O=C(Nc1cc2c(cc1C(=O)c1ccccc1Br)OCCO2)c1cccc(Cl)c1
entry no.	33	34	35	36	37	38	39	40
D1 PAM	-3	-4	2	-10	-3	0	-2	4
D1 ag	-1	2	1	4	0	-1	14	-1
D2 ag	nt	-0.2	1.3	nt	0.0	0.4	-0.4	-0.1
RXFP1 antagonist	-12	-12	1	5	-12	-5	-1	nt
TRHR agonist	-0.3	0.1	-0.2	0.3	0.1	0.0	-0.5	-3.7
D1 antag	2	-3	9	-14	11	-1	-6	6
D2 antag	nt	24	-28	nt	-14	nt	-15	nt
D2 PAM	nt	0	26	nt	10	-3	-6	1
TRHR PAM	-2	-4	16	-3	-2	3	-11	0

41: Cc1ccc(S(=O)(=O)n2c(N)nc3ccccc32)cc1
42: CCCn1c(=O)c(C(=O)NCCc2ccc(Cl)cc2)c(O)c2ccccc21
43: CC1CCCCN1CCNC(=O)c1ccc2c(=O)n(CCc3ccccc3)c(=O)[nH]c2c1 (stereo not drawn)
44: Cn1cc(C(=O)NCc2ccc(Cl)cc2)c(=O)c2cc(S(=O)(=O)N3CCCCCC3)ccc21
45: CC(C)Cn1c(-c2ccccc2)nc2ccccc2c1=O
46: O=C(NCCOc1ccccc1)C1CCC(=O)N(CCc2ccccn2)C1 (stereo not drawn)
47: S=C(NCCCN1CCOCC1)N1CCN(c2nc(-c3ccc(Cl)cc3)cs2)CC1
48: CN1CCN(CCc2nc3cc(NC(=O)COc4ccc([N+](=O)[O-])cc4)ccc3n2C)CC1
entry no.	41	42	43	44	45	46	47	48
D1 PAM	-4	0	-4	1	-4	0	-2	-1
D1 ag	4	5	1	9	20	2	1	2
D2 ag	0.3	0.0	-0.3	0.0	nt	0.5	-0.2	1.4
RXFP1 antagonist	-3	1	7	-12	0	17	?	1
TRHR agonist	0.3	0.5	0.6	0.2	-0.1	0.9	0.0	0.1
D1 antag	2	9	nt	4	-16	4	-55*	-6
D2 antag	-13	-7	-6	nt	nt	-10	-5	0
D2 PAM	1	2	-16	19	nt	-9	1	-5
TRHR PAM	0	2	3	-4	-7	-7	-4	-4

49: O=C(COC(=O)CCC(=O)c1cccs1)Nc1cccc(F)c1
50: CCCCn1c(N)c(N(CCC(C)C)C(=O)c2ccc3c(c2)OCO3)c(=O)[nH]c1=O
51: Cc1cccc2c(=O)c(Br)c(C)n(Cc3ccccc3)c12
52: COC(=O)[C@H](C)NC(=O)c1cc2c(cn1)[nH]c1ccccc12
53: COC(=O)CSc1nnc(CNC(=O)c2ccc(OC)c(OC)c2)n1C
54: CCOC(=O)Cc1ccc(NC(=O)N(Cc2ccc(OC)cc2)C2CCN(C(C)=O)CC2)cc1
55: O=C(N/C(=C\c1ccc([N+](=O)[O-])cc1)C(=O)N1CCOCC1)c1ccco1
56: COc1ccc(-c2c(NC(=O)c3ccco3)oc3ccccc3c2=O)cc1
57: O=c1c2ccccc2[nH]c(=S)n1CCC1=CCCCC1
58: Cc1ccc(C(=O)NC(C)C2CC3CCC2C3)c(C)c1 (stereo not drawn)
59: Cc1cc([N+](=O)[O-])nn1CCCC(=O)Nc1sc2c(c1C(N)=O)CCC(C)C2 (stereo not drawn)
entry no.	49	50	51	52	53	54	55	56	57	58	59
D1 PAM	-2	-8	7	10	1	6	-5	3	-9	6	-4
D1 ag	5	2	4	4	3	-2	3	1	3	0	1
D2 ag	9.9	-2.2	0.4	nt	0.0	1.6	-0.5	-0.3	0.9	-0.6	-1.0
RXFP1 antagonist	-15	11	-2	-14	-15	-7	-35	3	?	-11	-4
TRHR agonist	-0.2	0.1	0.7	0.6	0.2	0.0	0.1	-1.0	-0.2	-0.2	-0.6
D1 antag	-18	3	7	5	-1	-6	3	-6	-1	-10	-19
D2 antag	5	3	-2	nt	-12	nt	-3	-11	-5	0	-2
D2 PAM	-6	-2	8	nt	-1	nt	2	2	2	4	7
TRHR PAM	-6	4	3	-1	3	7	15	-1	-3	18	2
